Compound activity as filed in PubChem.
MBD2 DNA inh – inhibitors of MBD2 binding to methylated DNA, primary screen, biochemical, TR-FRET, DNA-binding domain, human; MBD2 binding to methylated oligonucleotide; inhibition, % at 4.4 µM; 370,000 tested, 0.31% active; in the data active means inhibition above about 13%
Target sequence (Q9UBB5 whole entry, looked up, the tested form may be a part): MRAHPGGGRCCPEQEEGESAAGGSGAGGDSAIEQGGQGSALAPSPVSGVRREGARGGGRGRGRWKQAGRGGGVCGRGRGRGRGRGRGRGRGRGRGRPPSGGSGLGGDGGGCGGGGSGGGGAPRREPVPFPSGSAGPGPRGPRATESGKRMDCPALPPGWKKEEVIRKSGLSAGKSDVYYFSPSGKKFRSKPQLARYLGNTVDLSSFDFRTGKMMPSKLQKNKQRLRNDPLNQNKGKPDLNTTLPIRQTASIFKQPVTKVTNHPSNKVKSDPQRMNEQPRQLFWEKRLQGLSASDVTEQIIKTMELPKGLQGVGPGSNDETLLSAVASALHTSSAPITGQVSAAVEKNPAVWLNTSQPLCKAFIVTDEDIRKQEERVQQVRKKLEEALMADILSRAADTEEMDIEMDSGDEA
rCAG RNA binder – binders of r(CAG) RNA repeats, primary screen, biochemical, fluorescence | r(CAG) RNA repeat, TO-PRO-1 dye displacement fluorescence | inhibition, % at 3 µM | 370,000 tested, 1.3% active | AID 651821, 2012;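 active means inhibition above the plate cutoff, the mean of all test compounds on that plate plus 3 SD, cut at about 35% in these data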;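 further: 0% = DMSO alone and 100% = 100 µM mitoxantrone as full dye displacement; higher means more dye released from RNA so lower well fluorescence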
HTRA1 inhibitor – HTRA1 serine protease inhibitors, primary screen, biochemical, fluorescence polarization, HTS. recombinant HTRA1, FP-rhodamine activity-based probe. inhibition, % at 5.96 µM. 340,000 tested, 0.5% active. Q92743; in the data active means inhibition above about 36%;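 further: 0% = enzyme with DMSO and 100% = wells lacking enzyme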
ABHD4 inh – ABHD4 inhibitors, primary screen, biochemical, fluorescence polarization, mouse. (Lyso)-N-acylphosphatidylethanolamine lipase (Mus musculus), Q8VD66. purified mABHD4, FP-Rh probe fluorescence polarization. inhibition, % at 8.92 µM. 370,000 tested, 0.54% active. AID 720543, 2013;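 active means inhibition exceeding the mean over every tested compound plus 3 SD, cut at about 30% in these data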;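 further: 0% = plate median of compound wells and 100% = S159A mutant with DMSO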
Target sequence (Q8VD66 whole entry, looked up): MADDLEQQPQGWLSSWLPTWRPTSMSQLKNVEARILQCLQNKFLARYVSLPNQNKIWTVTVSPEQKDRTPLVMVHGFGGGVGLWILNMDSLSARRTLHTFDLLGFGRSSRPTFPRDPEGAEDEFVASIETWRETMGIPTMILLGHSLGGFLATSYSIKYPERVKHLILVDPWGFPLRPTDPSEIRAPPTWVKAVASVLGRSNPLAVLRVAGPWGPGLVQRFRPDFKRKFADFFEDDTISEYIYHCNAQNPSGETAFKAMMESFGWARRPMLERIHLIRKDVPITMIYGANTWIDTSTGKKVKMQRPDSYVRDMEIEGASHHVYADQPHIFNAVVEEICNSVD
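system = mouse ABHD4 enzyme, wild type | medium = HEPES pH 7.0, NaCl, Pluronic buffer | also added = FP-Rh probe | incubation = Enzyme–compound pre-incubation 45 min, then probe 60 min, both 25 °C | technique = fluorescence polarization, excitation 525 nm, emission 598 nm, BODIPY TMR filters | controls = S159A mutant high control, sample median low control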
PRMT1 inh – PRMT1 methyltransferase inhibitors, primary screen, biochemical, fluorescence polarization. inhibition, % at 2.79 µM. 370,000 tested, 1.3% active. AID 652257, 2013. recombinant PRMT1, activity-based probe fluorescence polarization;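 active means inhibition above about 21% made by adding two undisclosed values, limit read from the data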
Target sequence (Q99873 whole entry, looked up): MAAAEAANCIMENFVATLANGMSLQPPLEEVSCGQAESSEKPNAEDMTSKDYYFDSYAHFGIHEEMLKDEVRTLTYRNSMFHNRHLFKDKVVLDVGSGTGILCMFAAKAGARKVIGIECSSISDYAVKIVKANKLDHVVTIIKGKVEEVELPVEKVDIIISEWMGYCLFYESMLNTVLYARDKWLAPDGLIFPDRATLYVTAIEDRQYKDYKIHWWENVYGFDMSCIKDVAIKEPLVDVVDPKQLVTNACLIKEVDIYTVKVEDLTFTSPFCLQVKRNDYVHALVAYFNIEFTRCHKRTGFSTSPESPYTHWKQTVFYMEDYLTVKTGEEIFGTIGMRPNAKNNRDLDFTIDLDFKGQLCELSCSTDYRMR
UHRF1 binding – UHRF1 methylated DNA binding inhibitors, primary screen, counter-screen for MBD2 inhibitor project, biochemical, TR-FRET, human UHRF1, single concentration; E3 ubiquitin-protein ligase UHRF1 (Homo sapiens), Q96T88; UHRF1 binding to methylated oligo; 370,000 tested, 0.75% active; inhibition, % at 4.4 µM; in the data active means inhibition above about 21%;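 further: UHRF1 SRA domain binding a hemimethylated CpG hairpin DNA probe; 0% = median of test compound wells and 100% = reference inhibitor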
TCR CD3 inh – inhibitors of human TCR-CD3 interaction, primary screen, biochemical, fluorescence, TAMRA-labeled TCR probe | 360,000 tested, 0.37% active | inhibition, % at 9.4 µM | T-cell receptor (TCR); in the data active means inhibition above about 19%;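 further: recombinant mutant TCR 2C K166C tagged with TAMRA read by polarization; 0% = receptor in buffer alone and 100% = receptor with positive control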
PG9 Ab binder – binders of HIV-1 gp120 antibody PG9, primary screen, biochemical, TR-FRET | inhibition, % at 6.7 µM | HIV-1 gp120 / PG9 antibody interaction | 360,000 tested, 0.43% active | TR-FRET gp120-PG9 antibody binding; in the data active means inhibition above about 8.5%
NR1D1 modulator – modulators of Rev-erb alpha DNA binding, primary screen, biochemical, FITC-DNA, fluorescence polarization, uHTS | 370,000 tested, 0.79% active | activity, % at 10 µM | Rev-erbα–FITC-DNA binding, 90 min;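 active means activity above about 14%, limit read from the data; passing the limit was not always enough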;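 further: 0% = DMSO wells with 35 nM protein and 100% = DMSO wells with 750 nM protein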
LEDGF integ inh – blockers of LEDGF/p75-dependent integrase strand transfer – biochemical, TR-FRET, high throughput, primary screen. HIV-1 integrase (with human LEDGF/p75). TR-FRET IN-LEDGF/p75 DNA integration, Eu/Cy5. inhibition, % at 3.7 µM. 370,000 tested, 0.64% active. AID 743269, 2014;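 active means inhibition above the screen-wide mean plus 3 SD, cut at about 13% in these data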;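 further: signal is the Cy5 over europium emission ratio at 671 and 618 nm; 0% = plate median of compound wells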
Numbers without * were called inactive; · = not tested or not shown. These rows are one share of the data. The share of hits here may be higher or lower than overall.

SMILES | MBD2 DNA inh | rCAG RNA binder | HTRA1 inhibitor | ABHD4 inh | PRMT1 inh | UHRF1 binding | TCR CD3 inh | PG9 Ab binder | NR1D1 modulator | LEDGF integ inh
CCn1cc(C(=O)NC2CCCc3c2cnn3-c2cccc(C)c2C)cn1 (stereo unspecified) | 2.1 | -5.8 | 5.1 | -6.6 | -1.2 | 3.7 | -2.4 | -0.4 | 1.2 | 1.0
Cc1c(C(c2cccs2)c2c(C)n(C)n(-c3ccccc3)c2=O)c(=O)n(-c2ccccc2)n1C | -0.2 | -6.0 | 0.2 | -1.5 | 3.4 | 2.2 | 5.6 | 0.6 | 0.8 | -4.3
CC1Cc2cc(/C(O)=C3/C(=O)C(=O)N(Cc4ccco4)C3c3cccs3)ccc2O1 (stereo unspecified) | -1.8 | 11.3 | -0.8 | 9.4 | -0.3 | -6.4 | -4.2 | 6.3 | -7.2 | 3.2
CCOC(=O)c1sc(NC(=O)C(C)C)c(C#N)c1C | 7.0 | -3.1 | 2.1 | 0.5 | 29.1* | 1.9 | -4.2 | 3.0 | 47.0* | 3.1
O=C(Cc1n[nH]c(=O)c2ccccc12)OCc1c(Cl)cccc1Cl | -1.6 | -0.5 | -2.0 | 2.5 | -0.9 | -3.0 | 1.6 | -0.8 | 11.0 | 0.1
CCCNC(=O)CSc1nccn1Cc1ccc(OC)cc1 | 3.0 | -0.6 | -4.4 | 2.0 | 2.3 | -2.8 | 2.2 | 1.1 | -3.3 | -1.7
CCc1nc2ccc(C(=O)N3CCN(C(=O)c4ccco4)CC3)cn2c1N(C)C(=O)COc1ccccc1 | 6.1 | 2.2 | · | 0.2 | 5.3 | 1.0 | -2.5 | 1.2 | -11.3 | 5.0
CCCNC(=O)NC(=O)CN1C(=O)NC(C)(c2ccc(C)cc2)C1=O (stereo unspecified) | 4.3 | 0.9 | 5.5 | -4.5 | -0.4 | 3.1 | -7.4 | 0.0 | 8.9 | 1.5
Cc1ccc(-c2nc(N)sc2C)cc1 | -0.5 | -2.0 | 7.0 | 4.5 | 5.8 | 5.0 | -8.2 | -2.8 | -2.8 | -4.0
Cc1ccc(S(=O)(=O)NCc2c(-c3ccccc3)c3cc(Cl)ccc3[nH]c2=O)cc1 | 2.0 | 2.0 | 0.7 | 6.9 | 2.1 | 4.0 | 2.5 | -0.9 | -0.3 | 2.4
CC(C)NC(=O)c1ccccc1NC(=O)c1ccccc1N(C)S(C)(=O)=O | 1.8 | -1.3 | 2.8 | -1.6 | -0.4 | -0.6 | -2.3 | -2.4 | -3.9 | 1.4
N#CC1=C(N)N(c2ncn[nH]2)C2=C(C(=O)CCC2)C1c1ccccc1 (stereo unspecified) | -3.8 | 3.1 | 2.5 | -0.1 | -1.3 | -5.9 | 4.7 | -2.7 | 1.6 | 5.1
CCOC(=O)C1=C(C)Nc2nnnn2C1c1c[nH]c2ccccc12 (stereo unspecified) | -1.8 | 2.2 | · | 7.5 | 0.5 | -0.2 | 5.7 | 2.4 | -2.1 | 2.5
Cc1ccc(C(=O)C2=C(O)C(=O)N(c3ncccn3)C2c2ccc(Cl)cc2)o1 (stereo unspecified) | 3.5 | 0.8 | 12.5 | 13.1 | 1.9 | 17.9 | -2.1 | 18.8* | -5.9 | 9.5
O=C(OCC(=O)N1CCN(C(=O)c2ccco2)CC1)c1cncc(Br)c1 | 2.8 | 2.4 | -2.2 | 2.5 | 4.0 | 1.8 | -4.7 | 2.7 | -2.8 | -1.3
C/C(Cc1ccccc1)=N\NC(=O)CNC(=O)c1ccc(F)cc1 | -7.0 | -2.4 | -0.1 | -0.4 | -0.9 | -2.0 | -0.6 | 2.7 | -4.9 | 1.6
CCCNC(=O)C1(C)CCCN(Cc2cccc(C#N)c2)C1 (stereo unspecified) | 2.7 | -0.1 | · | 4.7 | 5.2 | 1.1 | 4.9 | 0.5 | 6.8 | -2.6
COc1ccc(NC(=O)C2CCCN(S(=O)(=O)c3ccc(-n4cnnn4)cc3)C2)cc1 (stereo unspecified) | 5.6 | 1.5 | -1.2 | 3.3 | 3.6 | 0.0 | -1.5 | 2.1 | 5.5 | -0.1
CCn1nc(C)cc1C(=O)N1CCCC(N2CCN(c3ccccc3OC)CC2)C1 (stereo unspecified) | -1.2 | -7.5 | 6.3 | -0.2 | -3.0 | -0.5 | 2.2 | 0.4 | -7.6 | 5.5
CC(C)(C)C(=O)COC(=O)CCc1nc2ccccc2[nH]c1=O | -2.0 | -5.5 | 5.0 | 6.7 | -1.8 | 1.9 | 9.1 | 1.7 | -5.9 | 2.5
Nc1nonc1-n1nnc(C(=O)N/N=C/c2ccccc2)c1CSc1ccccc1 | -4.8 | 2.9 | · | -4.1 | 0.1 | -3.0 | 6.3 | -4.5 | -5.5 | 3.2
CCc1ccccc1Nc1nc2ccccc2n1C | -1.1 | -2.6 | 11.3 | 1.6 | -3.5 | 1.0 | -1.3 | -2.1 | 1.4 | 0.6
O=C(Nc1nc2ccccc2s1)c1ccc2c(c1)OCO2 | 0.5 | 2.6 | -13.3 | -2.6 | 1.5 | -2.2 | 3.2 | -2.4 | -4.2 | 4.0
COc1cc(NC(=O)CN(C)Cc2ccc(OC(F)F)cc2)c(C)cc1[N+](=O)[O-] | -1.2 | 0.7 | -0.2 | -3.0 | -1.9 | 2.1 | -4.4 | -1.6 | -2.3 | -0.7
COc1ccc(C)cc1NC(=O)c1ccc(OC(F)F)cc1 | -0.4 | 1.7 | -6.7 | -6.8 | 0.4 | 1.7 | -3.5 | -2.0 | 0.7 | -1.8
COc1cc(NC(=O)C2CCCO2)c(OC)cc1Cl (stereo unspecified) | -7.3 | 2.0 | 5.8 | 4.4 | 0.0 | -0.2 | 4.7 | -1.8 | -5.2 | -3.3
COc1ccc(-c2cccc(-c3cc(=O)oc4cc(OC)c(OC)c(OC)c34)c2)cc1 | -2.6 | 2.2 | -34.5 | -0.8 | 2.8 | -2.9 | -1.6 | -0.5 | -1.6 | 3.9
CCN1C(=O)C(O)(CC(=O)c2ccc(-n3cccc3)cc2)c2ccccc21 (stereo unspecified) | -1.6 | -2.5 | -3.9 | -4.5 | -3.4 | 3.4 | 2.4 | -0.7 | 2.9 | 0.4
COc1ccc(-c2nnc(NC(=O)c3ccccc3[N+](=O)[O-])s2)c(OC)c1 | 0.4 | 2.3 | 0.1 | 10.2 | -0.9 | -0.6 | -0.3 | -1.0 | -4.2 | -1.6
O=C(Nc1ccccc1)c1cc(C2CCCCN2S(=O)(=O)c2ccccc2)on1 (stereo unspecified) | -4.7 | 2.8 | · | -16.8 | -2.2 | 4.3 | -7.7 | -3.1 | 6.0 | 5.5

Single entries from the entries so far.
Under MBD2 DNA inh, COc1ccc(-c2cccc(-c3cc(=O)oc4cc(OC)c(OC)c(OC)c34)c2)cc1 has -2.6
Under ABHD4 inh, N#CC1=C(N)N(c2ncn[nH]2)C2=C(C(=O)CCC2)C1c1ccccc1 (stereo unspecified) has -0.1
Under PG9 Ab binder, CCn1nc(C)cc1C(=O)N1CCCC(N2CCN(c3ccccc3OC)CC2)C1 (stereo unspecified) has 0.4
Under rCAG RNA binder, O=C(Nc1nc2ccccc2s1)c1ccc2c(c1)OCO2 has 2.6

Remaining list, next part
SMILES | MBD2 DNA inh | rCAG RNA binder | HTRA1 inhibitor | ABHD4 inh | PRMT1 inh | UHRF1 binding | TCR CD3 inh | PG9 Ab binder | NR1D1 modulator | LEDGF integ inh
O=C(Cn1cnc2c(OCc3ccccc3)ncnc21)NCc1ccccc1 | 3.0 | 2.2 | 7.5 | -9.7 | 6.9 | 7.7 | -6.4 | -0.4 | 0.2 | 0.3
O=C(CSc1cccc[n+]1[O-])Nc1ccc2c(c1)OCO2 | -1.6 | -1.2 | -0.5 | -0.6 | -5.5 | -1.8 | 1.3 | 0.9 | -1.8 | 3.7
CCCc1cc(C(=O)Cc2nc3ccccc3s2)c(O)cc1O | 6.3 | 26.4 | 1.0 | -5.6 | 9.2 | 2.4 | -10.6 | 1.4 | -3.7 | 0.3
c1ccc2c(c1)nc(CN1CCOCC1)n1c3ccccc3nc21 | -3.8 | 1.1 | -1.7 | 4.3 | -0.3 | 0.9 | -4.7 | -0.5 | -1.6 | 1.0
COc1ccc(NC(=O)Nc2ccc3c(c2)C(=O)N([C@@H](C)CO)C[C@@H](C)[C@@H](CN(C)CC2CCCCC2)O3)cc1 | -0.2 | -6.4 | 3.9 | 3.6 | -3.3 | 0.0 | -0.4 | -1.6 | 1.1 | 1.6
O=C1[C@H]2[C@@H](c3ccc(Cl)cc3)N3C(=O)N(c4cccc(Br)c4)C(=O)[C@@]3(Cc3ccc(Cl)cc3)[C@H]2C(=O)N1C1CCCCC1 | -3.1 | 4.9 | -6.1 | -0.5 | -0.8 | -0.8 | 3.5 | -2.6 | 1.7 | 0.6
CC(=O)Nc1ccccc1C(=O)N1CCc2ccccc21 | -4.9 | -2.0 | -4.2 | 2.6 | -2.2 | -2.5 | -5.2 | 0.1 | 0.0 | 4.2
CC(=O)OCC(OC(C)=O)C(OC(C)=O)C(OC(C)=O)C(=O)Nc1ccccc1C (stereo unspecified) | -0.8 | -1.3 | 1.5 | 0.1 | -2.4 | 0.5 | -0.8 | -2.2 | -1.8 | 1.1
COc1ccc(OC)c(S(=O)(=O)N2CCN(C(=O)c3ccco3)CC2)c1 | 0.3 | -5.6 | 13.8 | -7.4 | 0.6 | 2.7 | -7.6 | -0.5 | 4.4 | -0.7
CCOC(=O)N=Nc1c(O)n(CC)c2ccccc12 | -0.2 | -0.1 | 1.0 | -6.2 | -0.8 | -0.5 | 1.4 | -0.5 | -2.1 | 0.9
Cn1nc(C(C)(C)C)cc1NC(=O)C1(C)CCN1C(=O)CCc1ccccc1 (stereo unspecified) | -2.3 | -1.7 | · | -4.0 | 0.6 | -1.8 | 5.0 | -0.2 | -3.4 | 3.2
CCCOc1ccc(-c2nc(C#N)c(N3CCc4ccccc4C3)o2)cc1 | 6.4 | -0.8 | 2.1 | -2.5 | 0.2 | 1.1 | -5.7 | 1.9 | -2.6 | -2.1
CC1(C)C2([N+](=O)[O-])CN3CC1([N+](=O)[O-])CN(C2)C31CCCC1 | 3.3 | -1.4 | -4.1 | 0.3 | -1.3 | -3.8 | -4.5 | 1.8 | 2.2 | 0.9
CCN(CC)S(=O)(=O)c1cccc(NC(=O)COC(=O)C2COc3ccccc3O2)c1 (stereo unspecified) | 0.3 | 3.5 | -2.4 | 13.0 | 0.2 | 23.7* | 1.6 | -2.1 | -5.8 | 0.8

An excerpt from above in order of their number in HTRA1 inhibitor, high to low:
SMILES,MBD2 DNA inh,HTRA1 inhibitor,ABHD4 inh,PRMT1 inh,TCR CD3 inh,PG9 Ab binder,NR1D1 modulator,LEDGF integ inh
CCOC(=O)N=Nc1c(O)n(CC)c2ccccc12,-0.2,1.0,-6.2,-0.8,1.4,-0.5,-2.1,0.9
COc1ccc(-c2nnc(NC(=O)c3ccccc3[N+](=O)[O-])s2)c(OC)c1,0.4,0.1,10.2,-0.9,-0.3,-1.0,-4.2,-1.6
O=C(Cc1n[nH]c(=O)c2ccccc12)OCc1c(Cl)cccc1Cl,-1.6,-2.0,2.5,-0.9,1.6,-0.8,11.0,0.1
